cytoskel mod – modifiers of cytoskeleton assembly | HUVEC TNFa F-actin phalloidin imaging, high content | inhibition, % at 2 µM | hit rate 0.18% among 91,000 | AID 836;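 active = inhibition above the batch mean plus 3 SD and confirmed as a hit by visual image inspection, cut at about 30% in these data, passing the limit was not always enough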; note: strong numbers were not always called active
Plk1 PBD FP – Plk1 (human) PBD binding inhibition; P53350; Plk1 PBD phosphopeptide binding, fluorescence polarization; inhibition, %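 (tested at about 20 µM)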; hit rate 0.13% among 97,000; AID 693; in the data active = inhibition above about 34%, passing the limit was not always enough
Target sequence (P53350 whole entry, looked up): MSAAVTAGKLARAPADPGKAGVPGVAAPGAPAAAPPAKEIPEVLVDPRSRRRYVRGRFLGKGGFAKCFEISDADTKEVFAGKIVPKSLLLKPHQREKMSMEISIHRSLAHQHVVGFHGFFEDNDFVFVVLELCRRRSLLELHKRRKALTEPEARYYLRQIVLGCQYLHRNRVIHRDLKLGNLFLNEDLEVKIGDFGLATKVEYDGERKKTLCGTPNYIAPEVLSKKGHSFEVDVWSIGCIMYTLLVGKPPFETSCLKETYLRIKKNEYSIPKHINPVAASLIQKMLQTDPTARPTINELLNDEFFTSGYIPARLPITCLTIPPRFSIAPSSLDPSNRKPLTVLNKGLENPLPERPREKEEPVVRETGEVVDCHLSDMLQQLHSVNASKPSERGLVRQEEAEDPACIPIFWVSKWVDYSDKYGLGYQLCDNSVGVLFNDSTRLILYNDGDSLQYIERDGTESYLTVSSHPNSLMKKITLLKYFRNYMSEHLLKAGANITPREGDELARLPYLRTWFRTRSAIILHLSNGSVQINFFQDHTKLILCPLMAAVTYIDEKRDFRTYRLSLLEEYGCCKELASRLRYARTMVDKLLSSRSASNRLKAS
IL1B cytotox – toxic to HUVEC cells under IL-1B stimulation. HUVEC cell count loss, Hoechst imaging, IL-1B stimulated. cell count reduction, % at 2 µM. hit rate 0.41% among 94,000. AID 845;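 active = cell count reduction more than 3 SD above the screen-wide mean, cut at about 70% in these data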;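 note: normalized per plate to untreated control cells as the no-loss baseline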
sEH inhibitor – soluble epoxide hydrolase (human) inhibition. inhibition, % at 2 µM. recombinant human sEH enzymatic activity assay. P34913. hit rate 0.34% among 91,000; in the data active = inhibition above about 80%; note: values of inactives mirror those of a sister screen read the other way; many of its hits are not listed in these tables
hDAT+cocaine – modulates human dopamine transporter uptake under cocaine; Q01959; B-score at 10 µM; AID 449768; hit rate 1.3% among 110,000; LLC-PK1 hDAT cells, [14C]-dopamine uptake with cocaine IC80; actives deviate in either direction;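 active = Z score or B-score, a plate-position-corrected score, falls beyond the plate's 99.7% confidence bounds, in either direction; inactive = both scores lie inside the 99.7% bounds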;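 note: scored against the spread of the other compound wells on the same plate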
Ecoli WT expand – blocks growth of wild type E. coli BW25113; OD600 absorbance; growth inhibition, % at 100 µM; hit rate 0.15% among 98,000; AID 710;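 active = growth inhibition above about 50% at one test dose, limit read from the data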;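 note: growth measured after 20 h incubation at 37 °C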
HUVEC tox TNFa – HUVEC cytotoxicity counter-screen, TNF alpha stimulated; HUVEC TNFalpha-stimulated, Hoechst cell count, imaging; cell count reduction, % at 2 µM; hit rate 0.17% among 93,000;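 active = cell count reduction exceeding the screen mean by over 5 SD, scaled to untreated wells per plate, cut at about 78% in these data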;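 note: cells counted after 24 h of TNF alpha exposure following the 1 h pretreatment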
VCAM1 TNFa inh – reduces TNF alpha induced VCAM1 expression in HUVEC; inhibition, % at 2 µM; HUVEC TNFa-induced VCAM-1 immunofluorescence, high-content imaging; hit rate 0.48% among 95,000;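 active = inhibition above the batch mean plus 3 SD, with images confirmed as a hit by eye, cut at about 37% in these data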;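 note: 0% = TNF-stimulated DMSO wells and 100% = unstimulated control wells; not every result past the cut was called active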
PLK1 inh – PLK1 (human) kinase inhibition | inhibition, % at 10 µM | recombinant PLK1 kinase, TR-FRET peptide phosphorylation | hit rate 0.53% among 97,000 | P53350 | AID 619;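 active = inhibition of 50% or more in the single-concentration screen; inactive = inhibition below 50%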;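 note: 0% = DMSO max control and 100% = H-89 dihydrochloride min control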
* marks the source's active call; other numbers are inactive results; x = not tested or not shown.

SMILES	cytoskel mod	Plk1 PBD FP	IL1B cytotox	sEH inhibitor	hDAT+cocaine	Ecoli WT expand	HUVEC tox TNFa	VCAM1 TNFa inh	PLK1 inh
Cc1cc(C)cc(OC(=O)N2CCOCC2)c1	-2	5	-36	5	0.37	4	x	-5	-4
CCOC(=O)c1c(N)sc2c(OC)c(Br)ccc12	6	-1	-28	8	-0.42	4	-9	26	-1
CCOc1ccc(C(=O)CN2CCN(S(=O)(=O)c3ccc(OC)cc3)CC2)cc1	19	10	-6	-15	1	0	-8	6	-8
COCCN(C(=O)Nc1ccccc1)c1ccccc1	5	-27	-3	-14	-0.3	0	0	-2	-19
O=C(NCCN1CCOCC1)C1CCC(=O)N1Cc1ccc(F)cc1 (stereo unspecified)	1	14	-22	6	-1	0	-23	5	-4
CCc1nc2ccccc2n1Cc1cc(=O)n2cc(C)ccc2n1	19	3	6	-8	0.95	3	12	7	-4
COc1ccccc1-c1cc(C(=O)NCCc2ccccc2)no1	x	10	2	-11	0.041	-7	-12	-5	-3
Cc1nn(S(=O)(=O)c2ccc([N+](=O)[O-])cc2)c(C)c1Sc1ccccc1	1	-5	0	0	0.097	x	0	-3	-5
CCOC(=O)c1sc2c(c1C)C(c1cccs1)C1=C(CCCC1=O)N2 (stereo unspecified)	22	-7	-10	-1	-0.77	-7	-44	-8	-13
O=S(=O)(Nc1ccc2nc(-c3ccco3)[nH]c2c1)c1ccccc1	31	-26	11	-16	x	7	-19	7	-17
COc1ccc(N(C)S(=O)(=O)c2c(C)[nH]c(=O)[nH]c2=O)c(OC)c1	-8	-10	-4	6	0.0011	1	-19	-2	30
CCOc1ccccc1C(=O)N1CCCCC1C (stereo unspecified)	18	-29	-2	-3	-0.2	-2	-3	10	0
CC(C)c1ccc(NC(=O)c2ccc(Br)o2)cc1	8	0	6	38	1.2	x	6	-1	-12
CCSc1nnc(-c2ccccc2NC(=O)CC)c(=O)[nH]1	16	2	13	-16	0.42	2	-14	2	-14
CC1(C)CC(=O)c2sc(NC(=O)CN3C(=O)CCC3=O)nc2C1	1	-7	2	15	-0.53	-1	-25	16	-13
CCOc1ccc2nc(SCc3ccccc3C#N)sc2c1	2	24	-16	4	-0.32	-9	x	-12	-8
Cc1ccccc1OCC(=O)NC1=NCCS1	3	-7	4	3	0.54	5	-2	4	-12
CC(OC(=O)c1cccs1)C(=O)NCc1cccs1 (stereo unspecified)	1	-43	12	-2	-1.2	1	-34	-17	-12
O=c1c2ccccc2nnn1CSc1nnc(-c2cccc(S(=O)(=O)N3CCCCC3)c2)o1	-3	-21	-20	4	0.51	-11	-14	10	-8
N/C(=N/O)c1nc(N2CCCC2)nc(N(c2ccccc2)c2ccccc2)n1	13	-5	-31	9	-2.3	-12	-6	23	-4
CC(C)n1c(SCC(=O)N2c3ccccc3Sc3ccccc32)nc2c1c(=O)n(C)c(=O)n2C	30	-6	15	11	-0.0085	-9	-13	-17	9
CCOc1ccc(N(CC(=O)NCc2cccs2)S(=O)(=O)c2c(C)noc2C)cc1	15	-14	-19	7	-0.64	-19	-6	-8	-1
CCC1(c2ccc(F)cc2)NC(=O)N(CC(=O)N2CCOCC2)C1=O (stereo unspecified)	-1	-14	-16	-6	0.25	x	-5	3	-11
CC(NS(=O)(=O)c1ccccc1)C(=O)Nc1nccs1 (stereo unspecified)	9	3	-11	4	0.18	5	-11	-20	3
COc1ccc(S(=O)(=O)N(C)CC(=O)Nc2ccccc2OC)cc1	-1	19	6	-6	-0.15	0	-2	-1	-6

New compounds follow
SMILES	cytoskel mod	Plk1 PBD FP	IL1B cytotox	sEH inhibitor	hDAT+cocaine	Ecoli WT expand	HUVEC tox TNFa	VCAM1 TNFa inh	PLK1 inh
COCc1nc2ccccc2n1Cc1ccccc1	-3	-5	-30	-3	0.32	-2	-10	-4	-17
NC(=O)CC1NC(=O)c2ccccc21 (stereo unspecified)	47	-10	6	5	-1.1	0	-29	-2	-7
O=C(CCCNC(=O)/C(=C\c1ccc(F)cc1)NC(=O)c1ccccc1)OCc1ccccc1	2	1	2	1	-1.7	-7	-21	-7	-3
Cc1ccc2cc(CN(CCCO)S(=O)(=O)c3cccc4nsnc34)c(=O)[nH]c2c1	-7	18	x	-15	0.3	-1	-6	3	-13
COc1ccc(NC(=O)CSc2nnc(Cc3cccn3C)n2CCc2ccccc2)c(OC)c1	20	-4	-8	x	0.89	-1	-24	4	13
CCC(C)(C)NC(=O)C(c1ccco1)N(C(=O)Cn1nnc2ccccc21)c1ccc2c(c1)OCO2 (stereo unspecified)	8	16	-7	6	-0.03	11	-27	-5	0
COc1ccc(C2C(C#N)=C(N)Oc3cc(N)ccc32)cc1OC (stereo unspecified)	x	-13	2	-11	0.059	4	-20	13	-6
COC(=O)c1cc(O)c(OCc2ccccc2)c(O)c1	15	-3	-19	5	0.71	10	-9	6	-6
CCOc1cc(C(=O)NCCOC)cc(OCC)c1OCC	-24	-5	-28	5	-0.69	7	-6	4	-5
CCCOc1ccc(CSc2nc3ccccc3[nH]2)cc1	-4	-15	4	0	x	-3	-16	2	-1
CCCc1cc(=O)[nH]c(SCC(=O)NC(=O)c2ccccc2)n1	11	-2	-6	5	-0.71	-6	-20	6	-3
CCOC(=O)c1cc2c(=O)n3ccccc3nc2n(CCOC)c1=NC(=O)c1ccncc1	-18	-10	10	7	0.63	-3	-12	20	-8
COc1ccccc1NC(=O)CN1CCN(Cc2ccccc2)CC1	20	-17	-3	3	0.49	9	-23	13	-2
CCC1CCCCN1CCNS(=O)(=O)c1ccc2c(c1)CCN2C(C)=O (stereo unspecified)	12	-3	1	3	-0.71	0	x	-10	-9
O=C(Nc1ccc(S(=O)(=O)Nc2ccc(Cl)cc2)cc1)C1CCCO1 (stereo unspecified)	14	23	12	2	0.39	6	-2	-2	-18
Cn1c(C(=O)N2CCCC(C(=O)NCCc3ccccc3)C2)cc2sccc21 (stereo unspecified)	x	15	-10	45	-0.94	28	1	-21	-6
COc1ccc(C(=O)CC(c2ccccc2)C2C(=O)CCCC2=O)cc1 (stereo unspecified)	-4	-9	-28	-2	-1	-9	3	10	11
COc1cc2[nH]c(=S)n(Cc3ccc(C)o3)c(=O)c2cc1OC	13	-21	0	6	0.29	-9	-10	1	-14
O=C(CSC1=NCCS1)Nc1nc2ccccc2s1	7	12	-46	-5	-0.54	x	-20	10	-3
Cc1cc(-c2ccc(Cl)cc2)c(C#N)c(N)n1	15	-17	-8	-2	0.017	-10	-12	-1	-10
CCC1Oc2ccc(C)cc2N(CC(=O)N(Cc2ccc(C)o2)C2CC(C)(C)NC(C)(C)C2)C1=O (stereo unspecified)	-8	13	13	-13	0.73	x	4	-5	-8
C=CCn1c2ccccc2c2nnc(SCc3ccc4nonc4c3)nc21	3	50*	-7	x	-0.0026	-33	-14	13	-6
Cc1ccc(C)c(NS(=O)(=O)c2cc(C(=O)N3CCc4ccccc4C3)ccc2Cl)c1	19	9	-18	35	-0.025	-12	-14	0	-14
COC(=O)c1cc2ccsc2n1Cc1nc(-c2cccc(Cl)c2)oc1C	4	-11	11	-17	-0.71	-8	-17	-3	-18
COc1ccccc1NC(=O)CSc1nnc(C2CCCCC2)n1C	0	-2	-17	-4	0.87	-5	-38	-30	-16

Nothing new here: an excerpt of the list.
SMILES	cytoskel mod	Plk1 PBD FP	IL1B cytotox	sEH inhibitor	hDAT+cocaine	Ecoli WT expand	HUVEC tox TNFa	VCAM1 TNFa inh	PLK1 inh
CCC1CCCCN1CCNS(=O)(=O)c1ccc2c(c1)CCN2C(C)=O (stereo unspecified)	12	-3	1	3	-0.71	0	x	-10	-9
O=C(Nc1ccc(S(=O)(=O)Nc2ccc(Cl)cc2)cc1)C1CCCO1 (stereo unspecified)	14	23	12	2	0.39	6	-2	-2	-18
Cn1c(C(=O)N2CCCC(C(=O)NCCc3ccccc3)C2)cc2sccc21 (stereo unspecified)	x	15	-10	45	-0.94	28	1	-21	-6
COc1ccc(C(=O)CC(c2ccccc2)C2C(=O)CCCC2=O)cc1 (stereo unspecified)	-4	-9	-28	-2	-1	-9	3	10	11
COc1cc2[nH]c(=S)n(Cc3ccc(C)o3)c(=O)c2cc1OC	13	-21	0	6	0.29	-9	-10	1	-14
O=C(CSC1=NCCS1)Nc1nc2ccccc2s1	7	12	-46	-5	-0.54	x	-20	10	-3
Cc1cc(-c2ccc(Cl)cc2)c(C#N)c(N)n1	15	-17	-8	-2	0.017	-10	-12	-1	-10
CCC1Oc2ccc(C)cc2N(CC(=O)N(Cc2ccc(C)o2)C2CC(C)(C)NC(C)(C)C2)C1=O (stereo unspecified)	-8	13	13	-13	0.73	x	4	-5	-8
C=CCn1c2ccccc2c2nnc(SCc3ccc4nonc4c3)nc21	3	50*	-7	x	-0.0026	-33	-14	13	-6
Cc1ccc(C)c(NS(=O)(=O)c2cc(C(=O)N3CCc4ccccc4C3)ccc2Cl)c1	19	9	-18	35	-0.025	-12	-14	0	-14
COC(=O)c1cc2ccsc2n1Cc1nc(-c2cccc(Cl)c2)oc1C	4	-11	11	-17	-0.71	-8	-17	-3	-18
COc1ccccc1NC(=O)CSc1nnc(C2CCCCC2)n1C	0	-2	-17	-4	0.87	-5	-38	-30	-16

Remaining list, next part.
SMILES	cytoskel mod	Plk1 PBD FP	IL1B cytotox	sEH inhibitor	hDAT+cocaine	Ecoli WT expand	HUVEC tox TNFa	VCAM1 TNFa inh	PLK1 inh
OCCN(/C=N/c1nc(-c2ccc(Br)cc2)cs1)CCO	4	5	5	14	1.3	9	-14	11	-5
CC1CC1C(=O)OCC(=O)NCc1ccc(Cl)cc1 (stereo unspecified)	0	-7	-9	-2	0.037	12	-18	-9	11
O=C(NCc1ccc(F)cc1)C1CCC(=O)N1CCc1ccccc1 (stereo unspecified)	-9	9	-7	-10	-0.15	4	-11	2	-5
CC(C)(C)n1ncc2c(=O)n(CC(=O)NCc3ccco3)cnc21	12	-7	-10	-2	-0.19	5	-18	-6	-14
Cc1cc(C)cc(N(CC(=O)O)S(=O)(=O)c2c(C)noc2C)c1	-3	-10	x	-13	-0.63	3	-3	-16	-1
O=C(c1ccccc1)N1CCCOC1c1ccccc1 (stereo unspecified)	2	9	-22	-9	-0.62	0	-39	9	-2
CCn1c(COc2ccccc2C)nnc1SCC(=O)NCc1ccccc1	8	2	4	-13	0.74	-1	3	10	-9
O=C(CN1CCOCC1)Nc1ncc(Cc2cccc3ccccc23)s1	-35	2	-12	4	1.4	0	-5	1	-4
O=C(Nc1cccn(Cc2c(Cl)cccc2Cl)c1=O)c1ccccc1Cl	0	-7	0	-5	1.7	-22	11	13	-10
O=C(Oc1ccc(N(Cc2cccs2)C2=NS(=O)(=O)c3ccccc32)cc1)c1ccccc1F	1	11	14	-7	0.83	-8	-19	-2	-12
C=CCNC(=O)c1ccc(-c2nc(-c3ccc(Cl)cc3Cl)cs2)cc1	-7	-9	11	5	-0.82	6	4	4	-38
O=C(NCCc1nc2ccccc2[nH]1)c1ccco1	1	4	2	x	-0.045	8	-29	11	-6
COc1cccc(C2NC(CCSC)(C(=O)O)C3C(=O)N(C(C)C)C(=O)C23)c1O (stereo unspecified)	4	-35	-11	4	-0.086	-3	-11	4	-9
Cc1ccc(Nc2nc(CSc3nnnn3C)cs2)cc1	23	-16	4	6	1.7	14	-25	96*	-4
